Compound activity deposited in PubChem BioAssay by Vanderbilt High Throughput Screening Facility.
GluA2 TARP mod: GluA2-stargazin AMPA receptor complex modulation | HEK293 GluA2+stargazin, membrane potential dye (FDSS), glutamate EC50; hits were called plate by plate, in both directions | actives 3.5% (n = 40,000) | O88602+P19491 | calls only at 30 µM;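 active = any of four per-well response measures lying three or more SD from its plate-wide compound average, in either direction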
Target sequence (O88602 whole entry, looked up): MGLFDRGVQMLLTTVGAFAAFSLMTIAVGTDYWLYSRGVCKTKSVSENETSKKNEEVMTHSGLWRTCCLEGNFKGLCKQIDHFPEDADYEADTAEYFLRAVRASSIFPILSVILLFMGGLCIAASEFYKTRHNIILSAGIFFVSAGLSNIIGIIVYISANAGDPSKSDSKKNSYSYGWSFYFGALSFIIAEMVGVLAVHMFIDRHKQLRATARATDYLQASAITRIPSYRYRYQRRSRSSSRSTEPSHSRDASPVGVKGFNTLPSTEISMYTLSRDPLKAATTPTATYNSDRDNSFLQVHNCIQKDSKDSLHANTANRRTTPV
Target sequence (P19491 whole entry, looked up): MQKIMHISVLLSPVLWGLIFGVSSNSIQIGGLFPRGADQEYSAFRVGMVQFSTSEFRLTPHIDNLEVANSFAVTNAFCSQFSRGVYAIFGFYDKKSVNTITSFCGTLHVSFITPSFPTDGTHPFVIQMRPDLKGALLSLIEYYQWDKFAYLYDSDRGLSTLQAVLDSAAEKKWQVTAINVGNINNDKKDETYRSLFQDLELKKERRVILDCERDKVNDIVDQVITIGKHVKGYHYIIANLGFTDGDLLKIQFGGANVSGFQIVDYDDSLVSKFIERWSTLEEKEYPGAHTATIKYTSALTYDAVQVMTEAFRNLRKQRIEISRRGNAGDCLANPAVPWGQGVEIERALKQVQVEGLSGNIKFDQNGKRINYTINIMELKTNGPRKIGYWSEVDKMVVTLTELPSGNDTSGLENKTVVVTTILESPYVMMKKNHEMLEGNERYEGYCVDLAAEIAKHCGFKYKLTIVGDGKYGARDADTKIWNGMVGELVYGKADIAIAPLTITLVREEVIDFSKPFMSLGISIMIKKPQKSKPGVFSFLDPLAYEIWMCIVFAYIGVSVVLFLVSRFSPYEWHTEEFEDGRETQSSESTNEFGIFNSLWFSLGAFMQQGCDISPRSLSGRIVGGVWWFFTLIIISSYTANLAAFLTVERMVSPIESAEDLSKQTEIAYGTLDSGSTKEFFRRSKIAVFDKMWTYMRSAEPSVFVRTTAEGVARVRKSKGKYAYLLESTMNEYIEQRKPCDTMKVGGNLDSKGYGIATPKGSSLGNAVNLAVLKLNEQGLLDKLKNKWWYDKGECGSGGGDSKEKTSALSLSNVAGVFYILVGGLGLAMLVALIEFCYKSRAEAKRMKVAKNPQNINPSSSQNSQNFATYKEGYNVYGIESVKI
GluA2 TARP mod agonism max-min: also measured in GluA2 TARP mod; calls as there; compound max-min signal; compound-alone response (agonism);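 unitless range of fluorescence divided by baseline over first 100 seconds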
GluA2 TARP mod glutamate slope: second read-out of GluA2 TARP mod, no call of its own (marks repeat the call); glutamate slope, % of max; measured here: glutamate response slope, % max;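 scaled per plate between vehicle wells and maximal 1 mM glutamate control wells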
* = called active by the depositor; i = inactive; + = active, no number. Some of the compounds tested (hit frequency here may not be typical).

Results follow in this order: GluA2 TARP mod	GluA2 TARP mod agonism max-min	GluA2 TARP mod glutamate slope
COc1ccccc1CNC(=O)CCc1c(C)nn(-c2nc(C)cc(=O)[nH]2)c1C
    i	0.095	52
Cc1ccc(Cl)cc1NC(=O)c1ccc(=O)n(Cc2ccccc2F)c1
    i	0.035	69
Cc1c(C(=O)Nc2cccc(N3CCCC3=O)c2)cccc1[N+](=O)[O-]
    +	0.15*	54*
COCCn1c(=S)[nH]c2cc(C(=O)NCCc3c[nH]c4ccccc34)ccc2c1=O
    i	0.15	51
O=S(=O)(Cc1ccccc1)NCCOc1ccc(-c2ccc(F)cc2)nn1
    i	0.037	58
Cc1cn2c3c(=O)n(C)c(=O)n(C)c3nc2n1-c1ccccc1OCc1ccccc1
    i	0.026	34
COc1ccc(OCCCC(=O)Nc2nnc(C(C)C)s2)cc1
    i	0.067	86
O=C(NCC1CCN(C(=O)/C=C/c2ccco2)CC1)C(=O)Nc1cccnc1
    i	0.11	56
COc1ccc(-c2nc(COC(=O)c3nnn(-c4ccc(Br)cc4)c3C)c(C)o2)cc1
    i	0.097	58
CC(C)CCNC(=O)CSc1nnc2c(=O)n(-c3ccc(F)cc3)ccn12
    i	0.025	37
COc1ccccc1C1(CCN=Cc2ccccc2)CCOC(C)(C)C1 (stereo not drawn)
    i	0.073	39
O=C(CSc1ncnc2ccccc12)NC1CCCC1
    i	0.04	38
C=CCn1c(SCc2nc(-c3ccc(Br)cc3)no2)nc2cc3c(cc2c1=O)OCO3
    i	0.093	54
COc1ccc2nc(N3CC(C(=O)Nc4nc(C)c(C(=O)N(C)C)s4)C3)sc2c1
    i	0.11	59
O=C(Cn1nc(-n2cccn2)ccc1=O)NCCC(c1ccccc1)c1ccccc1
    i	0.096	66
CC1CN(c2oc(-c3cccs3)nc2S(=O)(=O)c2ccccc2)CC(C)O1 (stereo not drawn)
    i	0.074	65
COc1ccc(S(=O)(=O)CCC(=O)Nc2nc(-c3ccc4ccccc4c3)cs2)cc1
    i	0.075	70
CCOC(=O)N1CCN(C(=O)CSc2ccc(NC(=O)C3CC3)nn2)CC1
    i	0.098	53
NC(=NCc1ccccc1)c1cccc([N+](=O)[O-])c1
    i	0.074	-1
COCCNC(=O)C(=O)NCC1CCN(C(C)C)CC1
    i	0.11	69

Three compounds from above, sorted by formula weight, lowest first:
Results follow in this order: GluA2 TARP mod	GluA2 TARP mod agonism max-min	GluA2 TARP mod glutamate slope
O=C(CSc1ncnc2ccccc12)NC1CCCC1
    i	0.04	38
COc1ccccc1C1(CCN=Cc2ccccc2)CCOC(C)(C)C1 (stereo not drawn)
    i	0.073	39
CC1CN(c2oc(-c3cccs3)nc2S(=O)(=O)c2ccccc2)CC(C)O1 (stereo not drawn)
    i	0.074	65

Going on with the list.
Results follow in this order: GluA2 TARP mod	GluA2 TARP mod agonism max-min	GluA2 TARP mod glutamate slope
CSc1cccc(NC(=O)Cn2ncn3nc4c(c3c2=O)CCCC4)c1
    i	0.16	46
COC(=O)c1cc(C(=O)OC)cc(N2C(=O)CC(N3CCN(c4ccccc4)CC3)C2=O)c1 (stereo not drawn)
    i	0.086	-4
CCCCOc1ccc(C(=O)N2CCC3(CC2)NC(=O)N(Cc2ccc(C)cc2)C3=O)cc1
    i	0.059	32
CSc1ccccc1C(=O)Nc1nn(C)c2c1C(c1cccs1)CC(=O)N2 (stereo not drawn)
    i	0.11	58
O=C(Nc1nc(-c2ccccc2)c(-c2ccccc2)s1)c1ccno1
    i	0.11	69
COc1ccc(S(=O)(=O)Nc2ccc3c(c2)N(C(=O)C2CC2)CCC3)cc1
    i	0.096	41
O=C(NCc1ccc2c(c1)OCO2)C(=O)Nc1ccc2c(c1)OCCO2
    i	0.053	58
COc1ccc(-n2nnc(C(=O)OCc3nc(-c4cccc(OC)c4OC)oc3C)c2C)cc1
    i	0.059	61
CS(=O)(=O)N1CCCc2cc(NS(=O)(=O)c3ccc4ccccc4c3)ccc21
    i	0.13	57
COC(=O)c1ccc(NC(=O)Cc2cc(-c3ccc4c(c3)OCO4)on2)cc1
    i	0.052	39
Cc1ccc(-c2n[nH]n3c2nc(=O)c2ccc(C(=O)NCc4ccc5c(c4)OCO5)cc23)cc1
    i	0.12	53
COc1ccc(CCNC(=O)c2c(O)c3ccccc3[nH]c2=O)cc1OC
    i	0.043	67
CCCS(=O)(=O)N1CCc2ccc(NC(=O)c3cc(C)oc3C)cc2C1
    i	0.084	69
Cn1nnc2c(N3CCN(C(=O)c4ccccc4SC(F)F)CC3)ncnc21
    i	0.087	42
CC(C)Cn1c(C(CNc2ccc(F)cc2)CC(=O)O)nc2ccccc21 (stereo not drawn)
    i	0.074	47
O=C(C1CN(c2nc3c(F)cccc3s2)C1)N1CCc2ccccc21
    i	0.098	56
CCc1nc2sc(C(c3cccc(Cl)c3)N3CCCC3)c(O)n2n1 (stereo not drawn)
    i	0.096	57
Cc1ccc(NC(=O)c2nnn(Cc3nc(-c4ccc(Cl)cc4)oc3C)c2C)cc1F
    i	0.16	52
CCOc1cccc2sc(N(CCN3CCOCC3)C(=O)c3cc(C)ccc3C)nc12
    i	0.069	52
COc1ccc(S(=O)(=O)NCC(c2cccnc2)N2CCN(c3ccccc3)CC2)cc1C (stereo not drawn)
    i	0.1	52
CN(C)C(CNC(=O)Cc1ccc(-c2ccccc2)cc1)c1cccs1 (stereo not drawn)
    i	0.033	47
C=Cc1ccc(CSC2=NS(=O)(=O)c3ccccc3N2)cc1
    i	0.11	45
Cn1nnc2c(Nc3ccc(Oc4ccccc4)cc3)ncnc21
    i	0.063	43
CC1CCN(S(=O)(=O)c2ccc(-c3ccc(S(=O)(=O)N4CCC(C)CC4)cc3)cc2)CC1
    i	0.1	53
O=C(NCC1COC2(CCCCC2)O1)C1CCCC1 (stereo not drawn)
    i	0.072	86
CCOC(=O)/C(C#N)=C/c1c[nH]c2ccccc12
    i	0.16	54
CCOc1ccc(-c2ccc(=O)n(CCN3CCCCC3)n2)cc1
    i	0.17	67
COCCNC(=O)NCC(O)c1ccc(C(F)(F)F)cc1 (stereo not drawn)
    i	0.11	53
COc1cc(Cl)c(C)cc1NC(=O)c1cccs1
    i	0.066	78
Cc1cc(CN2CCC(CNC(=O)C(=O)Nc3ccccc3F)CC2)c(C)o1
    i	0.1	50
COc1cc(OC)cc(C(=O)Nc2ccc(-n3c(C)nc4ccccc4c3=O)cc2)c1
    i	0.069	7
COc1ccccc1CCNC(=O)C(=O)NCC1COC2(CCCCC2)O1 (stereo not drawn)
    i	0.095	60
Cc1ccc(CNC(=O)Cn2cnc(C(C)C)cc2=O)cc1
    +	0.087*	51*
Cc1ccc(-c2noc(-c3cn(CC(=O)NCc4cccs4)c4nc(C)ccc4c3=O)n2)cc1
    i	0.039	45
Cc1ccccc1-c1ccc(N2CCC(C(=O)Nc3ccccc3-c3ccccc3)CC2)nn1
    i	0.12	57
COC(=O)c1ccc(NC(=O)Cc2csc(NC(=O)c3ccc[nH]c3=O)n2)cc1
    i	0.028	28
Cc1c(C(=O)NC2CCCC2)c(C(F)(F)F)nn1C1CCN(C(C)C)CC1
    i	0.099	56
O=C(c1ccccc1C(F)(F)F)N1CCC(Cn2cccn2)CC1
    +	0.064*	43*
Cc1noc(C)c1CCC(=O)N1CCN(c2ccc(-c3ccco3)nn2)CC1
    i	0.051	27
CC(C)N1CCc2c(sc(NC(=O)c3ccn(C)n3)c2C(N)=O)C1
    i	0.14	49
COc1cccc(C(=O)NCCS(=O)(=O)NCCCOC(C)C)c1
    i	0.1	77
Cn1nc(C(=O)N2CCCC(c3nn(C)c(=O)n3-c3ccccc3)C2)ccc1=O (stereo not drawn)
    i	0.1	57
O=C(NCCC1=CCCCC1)C(=O)NCCC(O)c1cccs1 (stereo not drawn)
    i	0.14	44
COc1cccc(C(CNC(=O)C(=O)NCc2ccc(C)cc2)N2CCOCC2)c1 (stereo not drawn)
    i	0.048	60
CC(=O)N1CCN(C(=O)c2c(C(F)(F)F)nn(C(C)C)c2C)CC1
    i	0.091	61
Cc1ccc(C)c(S(=O)(=O)Nc2ccc3c(c2)N(S(=O)(=O)c2ccccc2)CCC3)c1
    i	0.11	73
O=C(Cc1ccc(NS(=O)(=O)c2ccc(F)c(Cl)c2)cc1)N1CCOCC1
    i	0.12	57
O=C(c1cc2cccnc2n(Cc2ccc(F)cc2)c1=O)N1CCN(Cc2ccccc2)CC1
    i	0.041	64
Cc1cc(C(=O)N2CCN(C)CC2)nn1CC(=O)NCc1ccc(F)cc1
    i	0.1	64
CCNC(=O)Cc1cc(=O)oc2cc(OC)ccc12
    i	0.099	51

Continued:
Results follow in this order: GluA2 TARP mod	GluA2 TARP mod agonism max-min	GluA2 TARP mod glutamate slope
COc1cc(NC(=O)CN2CCN(c3ccccc3F)CC2)cc(OC)c1
    i	0.072	40
O=C(/C=C\c1ccccc1)NNC(=O)c1cccn(Cc2ccc(F)cc2)c1=O
    i	0.077	55
COc1ccc(NC(=O)COc2ccc(Cl)cc2)cc1N1CCCC1=O
    i	0.073	52
CC(C)OCCCNC(=O)C1CCC(Cn2c(=S)[nH]c3ccccc3c2=O)CC1 (stereo not drawn)
    i	0.11	64
O=c1ccc(-c2cccs2)nn1CCCNS(=O)(=O)c1cccc(Cl)c1Cl
    i	0.09	71
Cc1ccccc1C(=O)NC1CC(=O)N(C)C1 (stereo not drawn)
    i	0.088	62
O=C(NCC1(O)CCc2ccccc21)C(=O)Nc1ccc(OC(F)(F)F)cc1 (stereo not drawn)
    i	0.088	58
Cc1cc(NC(=O)Cn2nc(-c3ccc(Cl)cc3)ccc2=O)no1
    i	0.046	49
Cc1ccc(NC(=O)N2CCN(c3ccc(-c4ccccc4C)nn3)CC2)cc1F
    i	0.074	56
O=C(c1ccc(N2CCCC2)nn1)N1CCN(S(=O)(=O)C2CC2)CC1
    i	0.049	55

Single records (already shown):
O=C(NCC1(O)CCc2ccccc21)C(=O)Nc1ccc(OC(F)(F)F)cc1 (stereo not drawn) across the screens: GluA2 TARP mod = i; GluA2 TARP mod agonism max-min = 0.088; GluA2 TARP mod glutamate slope = 58
Cc1cc(NC(=O)Cn2nc(-c3ccc(Cl)cc3)ccc2=O)no1 across the screens: GluA2 TARP mod = i; GluA2 TARP mod agonism max-min = 0.046; GluA2 TARP mod glutamate slope = 49

The list goes on:
Results follow in this order: GluA2 TARP mod	GluA2 TARP mod agonism max-min	GluA2 TARP mod glutamate slope
COc1ccc(S(=O)(=O)NCC(c2ccc(F)cc2)N2CCN(C)CC2)cc1C (stereo not drawn)
    i	0.047	55
CC(C)c1cccc2sc(NC(=O)c3ccn(C)n3)nc12
    i	0.15	40
COc1ccc(NC(=O)Cn2nc(-c3ccco3)ccc2=O)cc1OC
    i	0.035	54
COc1ccc(S(=O)(=O)Nc2nc(C(=O)Nc3ccc4c(c3)OCCO4)cs2)cc1
    i	0.067	41
CCOc1ccc(NC(=O)c2ccc(-c3ccc(F)cc3)o2)cc1
    i	0.053	37
Cc1cc(C(=O)NCCc2csc3nc(-c4ccccc4F)nn23)no1
    i	0.12	63
CC(=O)N1CCc2c(sc(NC(=O)c3ccccc3Cl)c2-c2nc3ccccc3s2)C1
    i	0.056	27
COc1cc(NC(=O)NCc2cccs2)ccc1N1CCCCC1=O
    i	0.091	64
CCOc1ccc(/C=C/C(=O)Nc2ccc(OC)c(Cl)c2)cc1OC
    i	0.08	59
COc1ccc(CCNC(=O)CCc2csc(NC(=O)c3ccccc3)n2)cc1
    i	0.11	61
COc1ccccc1C(=O)Nc1sc(SCC(N)=O)nc1-c1ccccc1
    +	0.072*	89*
Cc1ccc(NC(=O)CC(C)C)cc1N1CCCCC1=O
    i	0.072	52
O=C(Nc1cccc(Cl)c1)c1csc(NS(=O)(=O)c2cccs2)n1
    i	0.08	44
COc1cc(C(=O)NCC(c2ccccc2)N(C)C)c([N+](=O)[O-])cc1OC (stereo not drawn)
    i	0.15	42
Cc1ccc(NC(=O)CC2=NS(=O)(=O)c3ccccc3N2)c(C)c1
    i	0.1	56
COCCn1cnc2c(-c3ccccc3)cn(CC(=O)Nc3ccccc3C(F)(F)F)c2c1=O
    i	0.04	46
O=C(c1ccno1)N1CCN(c2nc3c(Cl)cccc3s2)CC1
    i	0.11	57
CCN1CCN(C(=O)N(Cc2ccc(Br)cc2)S(=O)(=O)c2ccc(C)cc2)CC1
    i	0.082	63
CN(C)C(=O)Cc1ccc(NC(=O)C2CC2)cc1
    i	0.055	26
Cc1cnc2c(c1SCC(=O)Nc1ccc(Br)cc1)c(=O)n(C)c(=O)n2C
    i	0.11	71
CCc1c(C#N)c(SCC(=O)NCc2ccc3c(c2)OCO3)nc2c1C(=O)CC(C)(C)C2
    +	0.049*	6.5*
CCCCc1ccc(NC(=O)CSc2ccc(-c3ccncc3)nn2)cc1
    i	0.053	45
O=C(Nc1ccc2scnc2c1)c1ccc(S(=O)(=O)N2CCc3ccccc3C2)cc1
    i	0.047	47
O=S(=O)(c1cccs1)N1CCN(c2ccc(-c3ccccc3)nn2)CC1
    i	0.028	31
Cc1ccccc1NC(=O)CSc1ccc(NC(=O)c2ccccc2)nn1
    i	0.052	42
Cc1cc(-c2nnc(NC(=O)c3cccc(N4C(=O)CCC4=O)c3)o2)nn1C
    i	0.077	52
CCS(=O)(=O)N1CCCc2ccc(NS(=O)(=O)c3ccc(OC)c(OC)c3)cc21
    i	0.064	68
CS(=O)(=O)c1ccccc1C(=O)Nc1nnc(CS(=O)(=O)c2ccccc2)o1
    i	0.091	47
